L3MBTL1 block = inhibitors of human L3MBTL1; Q9Y468; AlphaScreen L3MBTL1–H3K9me1 peptide binding; Potency, µM (series often up to 57.1 µM), without a hit: at the top dose activity, negative = inhibition, hits mostly inhibitors; 230,000 tested, 0.66% active; further: nearly all actives have a fitted effect of over 60% in size
Target sequence (Q9Y468 whole entry, looked up): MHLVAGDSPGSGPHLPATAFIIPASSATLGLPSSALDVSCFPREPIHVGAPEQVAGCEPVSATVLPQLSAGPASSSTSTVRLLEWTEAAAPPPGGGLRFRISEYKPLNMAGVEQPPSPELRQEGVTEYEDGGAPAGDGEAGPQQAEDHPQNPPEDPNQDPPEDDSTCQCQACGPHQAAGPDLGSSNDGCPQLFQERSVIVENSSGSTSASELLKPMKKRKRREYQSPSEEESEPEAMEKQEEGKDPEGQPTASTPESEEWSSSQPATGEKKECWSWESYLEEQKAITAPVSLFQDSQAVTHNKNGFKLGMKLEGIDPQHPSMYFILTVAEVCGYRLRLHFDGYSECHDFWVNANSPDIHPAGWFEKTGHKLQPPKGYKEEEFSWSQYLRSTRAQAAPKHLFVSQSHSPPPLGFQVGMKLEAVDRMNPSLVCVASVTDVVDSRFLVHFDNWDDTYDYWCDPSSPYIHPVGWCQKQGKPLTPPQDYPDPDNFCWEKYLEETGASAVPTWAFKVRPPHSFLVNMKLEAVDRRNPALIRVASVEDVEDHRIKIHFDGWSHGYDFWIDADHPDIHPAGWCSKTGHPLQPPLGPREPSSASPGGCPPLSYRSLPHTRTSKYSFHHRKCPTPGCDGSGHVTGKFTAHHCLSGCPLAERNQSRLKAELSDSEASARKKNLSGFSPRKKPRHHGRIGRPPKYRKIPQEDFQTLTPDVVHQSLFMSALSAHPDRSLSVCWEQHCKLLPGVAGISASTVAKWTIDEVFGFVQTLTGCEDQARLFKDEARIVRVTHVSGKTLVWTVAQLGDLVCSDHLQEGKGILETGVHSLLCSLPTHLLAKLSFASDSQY
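First, the protein-peptide complex forms for 30 min at room temperature (L3MBTL1 50 nM, biotinylated H3K9me1 peptide 75 nM). Next, compounds are pin-transferred and incubated 30 min. Finally, AlphaScreen beads are added and read after 30 min.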
Tau FP inhib = inhibitors of human tau fibril formation. P10636. K18 P301L tau heparin fibrillization, Alexa594 FP, 6 h. Potency, µM (series often up to 57.7 µM), without a hit: at the highest dose activity, negative = inhibition, usual class: inhibitors. 280,000 tested, 0.39% active. AID 1468; further: nearly all actives have a fitted effect of over 55% in size
Target sequence (P10636 561-689 P618L limits assumed): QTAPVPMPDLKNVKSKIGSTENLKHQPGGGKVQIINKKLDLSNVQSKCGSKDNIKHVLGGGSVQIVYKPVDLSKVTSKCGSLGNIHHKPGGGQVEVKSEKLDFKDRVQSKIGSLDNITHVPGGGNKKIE
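FP of Alexa 594-tau after heparin (20 uM) induction. Substrate: human K18 P301L, 15 uM unlabeled, 0.24 uM labeled. Buffer 100 mM sodium acetate pH 7. 6 hr, 37 C.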
TRb SRC2 PPI = disrupts binding of human TR beta to SRC2. 280,000 tested, 0.065% active. TRbeta-SRC2 peptide binding, fluorescence polarization; receptor liganded with 1 µM T3. AID 1469. P10828. Potency, µM (series often up to 106 µM), without a hit: at the highest dose activity change, negative = inhibition, most hits filed as inhibitors;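 further: plate controls were bound peptide for no effect and peptide without receptor for full effect; nearly all actives have a fitted effect of over 50% in size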
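Fluorescence polarization of 20 nM Texas Red SRC2 peptide with 0.6 uM human TRb ligand-binding domain, in Tris buffer with 1uM T3 and 5% DMSO. Incubated 5 hr ambient; normalized to unbound and bound controls.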
Tau fluor cs = counter-screen for tau fibril formation inhibitors. tau K18 P301L Alexa594 fluorescence, heparin fibrillization. Potency, µM (doses to about 57.7 µM), for the others: top-dose activity change, negative = decrease. 280,000 tested, 0.93% active; further: nearly all actives have a fitted effect of over 55% in size
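Human tau K18 P301L (15 uM unlabeled, 0.24 uM Alexa 594-labeled) in 100 mM sodium acetate pH 7 with 20 uM heparin, 6 hr at 37 C. ThT 30 uM added, 1 hr ambient; Alexa 594 FP and total fluorescence read at 555/632 nm.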
GLA spleen mod = alpha-galactosidase A (human) modulation | P06280 | human spleen homogenate, 4MU-alpha-Gal fluorescence, 40 min | Potency, µM (titrated, usually from 80 µM), for the others: top-dose activity change, negative = inhibition, actives largely listed as inhibitors | 240,000 tested, 0.008% active | AID 2107;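 further: 0% = enzyme with vehicle and -100% = no enzyme basal signal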
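Inhibition or activation of alpha-galactosidase in human spleen homogenate is scored by 4-MU fluorescence after 40 min at 37C, pH 5.0, with 1 mM substrate. AC50s come from concentration-response fitted to the Hill equation.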
ALDH1A1 inh = inhibitors of human aldehyde dehydrogenase 1A1 | P00352 | Purified ALDH1A1, NADH fluorescence, propionaldehyde substrate | Potency, µM (titrated, usually from 75.3 µM), for the others: at the top dose activity, negative = inhibition, most hits filed as inhibitors | 220,000 tested, 7.3% active; active means well fitted inhibition curve with a large enough effect, not every such curve was filed as active; inconclusive means small, poorly fitted or top-dose-only effect, or another doubt; inactive means no such curve, though single readings can be large or run the other way;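 further: plate controls were no enzyme wells and a reference inhibitor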
TR SRC2 fluor cs = Texas Red fluorescence interference in TRb-SRC2 counter-screen; TRb/SRC2 Texas Red total fluorescence interference; Potency, µM (highest dose often 106 µM), inactives show at the top dose fluorescence change, negative = quenching; 280,000 tested, 0.29% active; AID 1479; active means well fitted curve in either direction with a large enough effect; inconclusive means small, poorly fitted or top-dose-only effect
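Flags fluorescent or light-absorbing compounds by total fluorescence, S + 2P, at 555 nm excitation and 632 nm emission. Mixture: 20 nM Texas Red SRC2 peptide, 0.6 uM human TRb LBD, 1 uM T3, 5% DMSO; compound exposure 5 h at ambient temperature.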
Tau ThT inhib = blocks human tau fibril formation measured by thioflavin T; P10636; recombinant tau K18 P301L (four-repeat tau fragment), heparin-induced fibrillization, ThT fluorescence; Potency, µM (titrated, usually from 57.4 µM), inactives show top-dose activity, negative = inhibition, most hits filed as inhibitors; 270,000 tested, 2.1% active; further: nearly all actives have a fitted effect of over 55% in size
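Heparin-induced fibrillization of the P301L-mutant K18 repeat-domain fragment of human tau was followed by ThT binding in quantitative high-throughput format.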
The depositor's hits bear a star; ? = inconclusive; . = not tested or not shown; & = joins results of further samples; [ ] = remark or other dose. Unless noted, the call rests on the fitted dose curve; in most records, active means well fitted curve in the direction sought with a large enough effect; inconclusive means small, poorly fitted or top-dose-only effect, or another doubt; inactive means no such curve, though single readings can be large; an effect the other way counts as inactive or inconclusive. Unless noted, on the % scale 0 is the no-effect control and ±100 the full control effect; potency means the concentration at half of the fitted maximal effect. The order is random, and some 8.5% of all compounds hit somewhere here.

SMILES	L3MBTL1 block	Tau FP inhib	TRb SRC2 PPI	Tau fluor cs	GLA spleen mod	ALDH1A1 inh	TR SRC2 fluor cs	Tau ThT inhib
Cc1cccc(Cc2nnc(CCC(=O)N3CCCCC3c3nccs3)o2)c1 (centres undefined)	10%	-7%	-4%	2%	6%	3%	-1%	2%
O=C(O)c1ccc2c(c1)C(=O)N([C@H](Cc1ccc(C(F)(F)F)cc1)C(=O)O)C2=O	8%	.	-10%	.	-1%	.	1%	.
CCCN(CCC)CCCn1c(=O)[nH]c2ccccc21	0%	-5%	3%	4%	-7%	-1%	-1%	5%
CCC(=O)Nc1nc2nc(-c3ccccc3)cc(-c3ccccc3)n2n1	3%	-5%	-3%	-8%	4%	?	0%	-5%
CCOC(=O)c1ccccc1NC(=O)Nc1cc2c(cc1N1CCCC1)n(C)c(=O)n2C	.	12%	1%	-19%	.	.	-3%	-15%
CCC1(C)N=c2c(c(=O)n(C)c(=O)n2C)=NO1 (centres undefined)	.	8%	-1%	-4%	5%	?	-5%	-9%
O=C(Nc1ccccc1)Nc1ccc(C(=O)N2CCOCC2)cc1	-11%	0%	-15%	2%	0%	3%	-2%	4%
O=C(NCCCN1CCOCC1)C1(c2ccccc2)CCCC1	17%[11.4 µM]	1%	-2%	9%	-15%	9%	-1%	3%
CC(C)c1ccc(NC(=O)c2ccc(Cn3nc(N4CCN(c5ccccc5)CC4)ccc3=O)o2)cc1	.	-3%	1%	-13%	.	.	-1%	?
O=S(=O)(Nc1cccc(C(F)(F)F)c1)c1ccc(NS(=O)(=O)c2ccc3c(c2)OCCO3)cc1	.	?	8%	?	.	.	-5%	14%
COc1ccc(C)cc1NC(=O)c1ccc(CN2CCN(c3ccccc3)CC2)cc1	-16%	3%	0%	-27%	-12%	-9%	-2%	-17%
O=S(=O)(Nc1ccncc1Cl)c1ccc2ccccc2c1	-3%	-8%	9%	-1%	7%	2%	-1%	-1%
Cc1c(NC(=O)CSc2nc3ccccc3n2C)c(=O)n(-c2ccccc2)n1C	8%	-4%	-6%	1%	-3%	-2%	-2%	-3%
COc1cc(S(=O)(=O)N2CCN=C2c2ccccc2)ccc1F	-2%	-5%	-10%	0%	-1%	-7%	2%	3%
CC(C)C(=O)NNC(=O)c1c(O)c2ccccc2[nH]c1=O	.	7%	-4%	7%	-6%	.	0%	.
O=[N+]([O-])c1ccc(N2CCN(C(=S)NCc3ccc(Cl)cc3)CC2)cc1	-32%	?	-9%	?	-2%	11µM*	0%	?
Cc1cccc(NC(=O)CCn2nc(C)c3c(C)n(-c4ccccc4)nc3c2=O)c1C	.	-1%	-8%	1%	.	.	0%	4%
CCOC(=O)C1=C(C)N(CCCC(=O)O)C(=O)NC1c1ccccc1OS(=O)(=O)c1ccc(C)cc1 (centres undefined)	11%	11%	4%	1%	-1%	5%	-1%	-7%
Cc1cc(NS(=O)(=O)c2ccc(NC(=O)c3ccccc3C)cc2)nc(C)n1	.	-7%	-4%	-7%	.	.	1%	-7%
Cc1ccc(Cn2c(CNS(=O)(=O)c3c(C)cc(C)cc3C)nc3cccnc32)cc1	.	6%	5%	-11%	.	.	-4%	-11%
O=C(NCCCN1CCCCCC1)c1ccc(N2CCCC2=O)cc1	9%	0%	-4%	-5%	11%	-5%	-1%	?
O=C(NCc1ccco1)c1cccnc1-c1nc2ccccc2s1	-7%	?	5%	-17%	4%	8.9µM*	-1%	?
COC(=O)C1CCN(C(=O)CSc2ccccc2)CC1	5%	-2%	4%	7%	-1%	-5%	-3%	2%
CC(=O)Nc1c(C)nn(-c2ccccc2)c1N1CCC(C(=O)Nc2ccc(Cl)cc2C)CC1	.	1%	-3%	-4%	.	.	-3%	-2%
CCn1c(SCC(=O)c2ccccc2)nc2ccccc2c1=O	8%	-10%	2%	-28%	7%	16µM*	0%	?
O=c1c(-c2nc3ccccc3s2)cccn1Cc1ccc(Cl)cc1	9%	?	-2%	-27%	?	?	1%	-12%
CC(C)Oc1ccc(C(=O)N(Cc2ccc(N(C)C)cc2)C2CCS(=O)(=O)C2)cc1 (centres undefined)	.	9%	-4%	-14%	.	.	0%	-3%
O=C(Nc1ccc(F)cc1F)c1cc(=O)n(-c2ccccc2)c(=O)[nH]1	11%	-10%	2%	-2%	-5%	?	-7%	0%
COc1ccc2cc(S(=O)(=O)N3CCN(C)CC3)ccc2c1	-7%	-9%	-2%	-6%	3%	-5%	2%	-8%
COC(=O)CSc1snnc1-c1ccc(F)cc1	.	-4%	-18%	-4%	8%	-2%	-2%	-9%

Shown comma-delimited: part of the list above
structure,L3MBTL1 block,Tau FP inhib,TRb SRC2 PPI,Tau fluor cs,GLA spleen mod,ALDH1A1 inh,TR SRC2 fluor cs,Tau ThT inhib
O=C(Nc1ccc(F)cc1F)c1cc(=O)n(-c2ccccc2)c(=O)[nH]1,11%,-10%,2%,-2%,-5%,?,-7%,0%
COc1ccc2cc(S(=O)(=O)N3CCN(C)CC3)ccc2c1,-7%,-9%,-2%,-6%,3%,-5%,2%,-8%
COC(=O)CSc1snnc1-c1ccc(F)cc1,.,-4%,-18%,-4%,8%,-2%,-2%,-9%

Additional entries.
SMILES	L3MBTL1 block	Tau FP inhib	TRb SRC2 PPI	Tau fluor cs	GLA spleen mod	ALDH1A1 inh	TR SRC2 fluor cs	Tau ThT inhib
CCOC(=O)c1[nH]c2ccc(OC)cc2c1NC(=O)C(C)N1CCSCC1 (centres undefined)	1%	6%	2%	-26%	9%	?	-2%	-22%
Cc1cc(C)c2[nH]c(=O)c(CN(C(=O)C3CCCO3)C3CCCC3)cc2c1 (centres undefined)	3%	3%	-3%	5%	11%	-2%	0%	-6%
CC(=O)OC(C(=O)NCc1ccc(F)cc1)c1ccccn1 (centres undefined)	5%	-2%	-19%	5%	-9%	20%	-2%	9%
COc1ccc(-c2noc(-c3ccc(Cl)cc3)n2)cc1	-5%	-5%	0%	-1%	-2%	3%	4%	-15%
Cc1ccc(NC(=S)NCc2cccs2)c(C)c1	.	1%	7%	-5%	-3%	7%	1%	0%
O=C(COc1ccccc1F)Nc1nnc(SCc2cc(=O)c3ccccc3[nH]2)s1	.	-5%	-7%	-3%	.	.	-2%	-10%
CC(=O)c1c(C(C)=O)c(C)n(NC(=O)c2ccccc2Cl)c1C	-7%	4%	6%	6%	-15%	8%	3%	7%
CC1=CCC(C(=O)O)C(C(=O)Nc2cccnc2)C1 (centres undefined)	10%	5%	6%	1%	-1%	10%	-1%	0%
Nc1ccccc1SCc1cn2ccccc2n1	9%	4%	-2%	1%	1%	8%	0%	-11%
COc1ccc(NC2=NCC(=O)N2c2ccccc2F)c(OC)c1	1%	3%	-5%	-4%	-3%	8%	-1%	-16%
CSc1ccccc1NC(=O)Cn1nc([N+](=O)[O-])c(Cl)c1C	-3%	-6%[2.34 µM]	-1%	-20%	-6%	4%	-4%	?
CCc1nc(NCCCN2CCOCC2)c2oc3ccccc3c2n1	7%	4%	4%	-1%	-3%	4%	2%	-6%
CC(C)(C)C(=O)C(CO)(Oc1ccc(Cl)cc1)n1cncn1 (centres undefined)	-1%	3%	1%	-1%	4%	7%	0%	-3%
CCOc1ccc(N/C(N)=N/c2nc(CSc3nnc(C)s3)cc(=O)[nH]2)cc1	-6%	-9%	-8%	-21%	4%	7%	-6%	?
CC1Cc2ccccc2N1C(=O)CN1CCC(C(N)=O)CC1 (centres undefined)	1%	1%	6%	0%	-3%	?	-2%	5%
COc1cc(-c2nn3c(C4CCCCC4)nnc3s2)cc(OC)c1OC	4%	1%	-10%	4%	-7%	?	0%	-2%
CC(=O)Nc1c(C(N)=O)oc2ccc(Cl)cc12	.	-9%	-9%	-21%	-7%	.	-2%	.
CCOc1ncccc1C(=O)OCC(=O)N(CC(C)C)C1CCS(=O)(=O)C1 (centres undefined)	.	-9%	-7%	-5%	-1%	2%	-3%	-6%
CCCOc1ccccc1/C=C(\C#N)C(=O)Nc1cccnc1	10%	-3%	6%	-11%	5%	?	-1%	-16%
O=C(Cn1cnc2cc([N+](=O)[O-])ccc2c1=O)N(Cc1ccccc1)C1CCS(=O)(=O)C1 (centres undefined)	.	0%	0%	-16%	1%	-7%	-4%	-14%

Profiles, looked up by structure. Screens in order: L3MBTL1 block | Tau FP inhib | TRb SRC2 PPI | Tau fluor cs | GLA spleen mod | ALDH1A1 inh | TR SRC2 fluor cs | Tau ThT inhib
Entry for CCOc1ncccc1C(=O)OCC(=O)N(CC(C)C)C1CCS(=O)(=O)C1 (centres undefined) → . | -9% | -7% | -5% | -1% | 2% | -3% | -6%
Entry for CCOc1ccc(N/C(N)=N/c2nc(CSc3nnc(C)s3)cc(=O)[nH]2)cc1 → -6% | -9% | -8% | -21% | 4% | 7% | -6% | ?

Remaining list, next part:
SMILES	L3MBTL1 block	Tau FP inhib	TRb SRC2 PPI	Tau fluor cs	GLA spleen mod	ALDH1A1 inh	TR SRC2 fluor cs	Tau ThT inhib
CCC(C)NC(=O)c1ccc(CNS(=O)(=O)c2ccc3c(c2)C(C)(C)C(=O)N3C)cc1 (centres undefined)	8%	1%	3%	-2%	.	.	-2%	3%
CSCCNCc1c(C(=O)N2CCOCC2)nc2c(C)cccn12	6%	3%	6%	0%	-4%	-4%	1%	-4%
O=C(c1cccs1)N1CCCN(c2ncnc3scc(-c4ccccc4)c23)CC1	-9%	2%	3%	-16%	-1%	?	-3%	-16%
Cc1cccc(NC(=O)CSc2nnc(CNC(=O)c3cccc(C)c3)n2-c2ccccc2)c1	.	9%	-1%	?	.	.	-5%	-12%
COCCn1c(N)c(N(Cc2ccccc2)C(=O)c2ccc(C#N)cc2)c(=O)[nH]c1=O	.	0%	1%	-3%	11%	-2%	-1%	-4%
O=C1C(=O)N(CCO)C(c2cccc(F)c2)/C1=C(\O)c1ccc(Cl)cc1 (centres undefined)	2%	-11%	-10%	-5%	-3%	5%	-4%	-3%
CCCC/C=C/C(NC(=O)CCc1ccccc1)c1ccccc1 (centres undefined)	24%	4%&-2%	1%&6%	-7%&-11%	-3%&-3%	-9%&-8%	-2%&0%	-11%&-16%
CC(C)Cn1cnc2c(=O)oc3ccccc3c21	.	-7%	2%	-6%	4%	8%	-1%	-7%
Cn1cc(-c2cc3n(n2)CCC(=O)N3CC(=O)O)c2ccccc21	.	-1%	1%	-8%	.	.	1%	-9%
CC(C)CCNC(=O)NC(=O)CN1C(=O)NC2(CCCCC2)C1=O	2%	-3%	-4%	0%	6%	3%	-1%	-1%
O=C(O)c1cc(N/N=C/c2ccc3c(c2)OCO3)ccc1Cl	-24%	6%	1%	-14%	-6%	?	-1%	?

Compound activity from PubChem.
